Source: PubChem (Broad Institute)
S100A4 inh HTS – inhibitors of S100A4-myosin IIA peptide binding, primary screen, biochemical, fluorescence polarization, TAMRA-MyoIIA peptide | Protein S100-A4 (Homo sapiens), P26447 | inhibition, % at 10.7 µM | 360,000 compounds, 0.14% hits | AID 652163, 2013;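 active means mean inhibition of at least 70% across replicates, with every replicate also reaching that level; inconclusive means mean inhibition reaches 70% but some replicates fall short; inactive means mean inhibition below 70%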
Target sequence (P26447 whole entry, looked up): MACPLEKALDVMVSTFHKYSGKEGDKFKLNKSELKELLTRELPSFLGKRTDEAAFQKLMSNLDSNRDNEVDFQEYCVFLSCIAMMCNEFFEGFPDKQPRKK
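Test system: S100A4 monomer protein; Medium: HEPES pH 7.2 with CaCl2, KCl, NaCl, DTT, Triton; Probe or stimulus: TAMRA-labelled myosin IIA heavy-chain peptide probe, 5 nM; Doses: one dose per compound; Times: polarization read 5 min after assay mix addition, stable 5–60 min; Benchmarks: neutral control DMSO, positive control TFP.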
SIRT5 inh – SIRT5 desuccinylase inhibitors, primary screen, biochemical, fluorescence imaging, single point, set 5 | NAD-dependent protein deacylase sirtuin-5, mitochondrial (Homo sapiens), Q9NXA8 | Purified SirT5, succinyl-peptide AMC, trypsin-coupled fluorescence | inhibition, % at 15 µM | 330,000 compounds, 1.1% hits; in the data active means inhibition above about 15%; inconclusive means no clear call, values can overlap the other calls
Target sequence (Q9NXA8 whole entry, looked up): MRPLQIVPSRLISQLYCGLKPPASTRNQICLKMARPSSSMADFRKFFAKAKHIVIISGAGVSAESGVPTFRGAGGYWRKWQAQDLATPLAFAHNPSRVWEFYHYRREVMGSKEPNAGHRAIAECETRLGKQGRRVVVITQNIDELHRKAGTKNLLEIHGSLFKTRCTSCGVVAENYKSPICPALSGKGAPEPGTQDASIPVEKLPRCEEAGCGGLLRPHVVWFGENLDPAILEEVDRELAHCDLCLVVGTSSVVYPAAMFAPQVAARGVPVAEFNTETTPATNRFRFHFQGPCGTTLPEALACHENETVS
PglD DTNB – C. jejuni PglD acetyltransferase inhibitors, primary screen, biochemical, DTNB colorimetric, single point | UDP-N-acetylbacillosamine N-acetyltransferase PglD (Campylobacter jejuni) | inhibition, % at 12.5 µM | purified PglD enzyme, DTNB colorimetric CoA detection | 360,000 compounds, 0.098% hits; in the data active means inhibition above about 16%, passing the limit was not always enough; inconclusive means no clear call, values can overlap the other calls; further: strong numbers were not always called active
DENV2 CPE rescue – inhibitors of DENV2 cytopathic effect, primary screen, cell-based, plate reader, single concentration. 350,000 compounds, 1.7% hits. DENV2-infected cells, cytopathic effect rescue. AID 651640, 2012. CPE inhibition, % at 9.99 µM; in the data active means CPE inhibition above about 20%, passing the limit was not always enough; inconclusive means no clear call, values can overlap the other calls; tested in BHK-21 cells;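 further: 0% = median of neutral control wells and 100% = median of positive control wells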
ERp5 inh – inhibitors of ERp5-driven insulin aggregation, primary screen, biochemical, turbidity, absorbance 650 nm, single point | 350,000 compounds, 0.05% hits | Protein disulfide-isomerase A6 (Homo sapiens), Q15084 | AID 651711, 2012 | inhibition, % at 9.99 µM | 90 min;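 active means mean replicate inhibition above about 25%, with every replicate also reaching it, limit read from the data, passing the limit was not always enough; inconclusive means only one of those two criteria met; inactive means neither criterion met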
Target sequence (Q15084 whole entry, looked up): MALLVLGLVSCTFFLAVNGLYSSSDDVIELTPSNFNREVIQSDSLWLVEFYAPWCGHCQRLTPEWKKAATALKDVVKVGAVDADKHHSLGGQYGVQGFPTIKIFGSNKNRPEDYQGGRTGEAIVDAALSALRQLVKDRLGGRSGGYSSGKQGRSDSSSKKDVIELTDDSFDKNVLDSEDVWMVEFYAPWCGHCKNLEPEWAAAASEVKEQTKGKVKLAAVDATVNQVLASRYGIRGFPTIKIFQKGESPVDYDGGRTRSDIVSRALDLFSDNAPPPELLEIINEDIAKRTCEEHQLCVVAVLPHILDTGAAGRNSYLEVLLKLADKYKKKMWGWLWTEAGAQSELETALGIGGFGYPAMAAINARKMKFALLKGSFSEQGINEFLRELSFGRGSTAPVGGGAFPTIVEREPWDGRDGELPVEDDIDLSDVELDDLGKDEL
E-selectin induc – E-selectin induction in HUVECs, primary screen, imaging, HUVEC, immunofluorescence imaging, single point. normalized: neutral wells 0, TNF-alpha wells 100. P16581. activation, % at 7.58 µM. AID 686992, 2013. 260,000 compounds, 0.37% hits;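 active means mean E-selectin-positive cell signal at least 10% of the positive control, reached in at least 60% of replicates, without over 20% cell loss; inconclusive means no rule given, readout overlaps actives, possibly toxicity-flagged; inactive means the rest, including those meeting only one limit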;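 further: in these data hits start at about 27%; measured in HUVEC primary endothelial cells; signal is the percent of cells scored E-selectin positive by PE staining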
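material = human umbilical vein endothelial cells (HUVEC), E-selectin induction | quantity = 3,000 cells/well | medium = EGM-2 growth medium on 0.1% gelatin-coated wells | technique = immunofluorescence imaging | read-out basis = % PE-positive cells | control set = TNF-alpha positive control, DMSO neutral control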
C2C12 statin – suppressors of statin myotoxicity in C2C12 myotubes, primary screen, cell-based, single point, plate reader; C2C12 myotubes + simvastatin, ATP luminescence, 48 h; scaled: DMSO 0, geranylgeraniol control 100; rescue of ATP level, % at 7.49 µM; 330,000 compounds, 0.78% hits; AID 602340, 2012;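 active means mean ATP rescue above about 67%, or every replicate alone reaching that limit, limit read from the data, passing the limit was not always enough; inconclusive means no clear call, values can overlap the other calls; inactive means mean under the limit and some replicate under it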;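 further: myotubes were challenged with 10 µM simvastatin during compound exposure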
Numbers without * were called inactive; ? = inconclusive; · = not tested or not shown. Only part of the results is shown, so the mix of outcomes need not match the whole.

SMILES	S100A4 inh HTS	SIRT5 inh	PglD DTNB	DENV2 CPE rescue	ERp5 inh	E-selectin induc	C2C12 statin
COc1ccc(OC)c(CNc2c(C=O)c(=O)[nH]c3ccccc23)c1	-1	-4	2	?	6	·	1
O[C@H]1C[C@H](c2ccccc2)N(CC2CCCCC2)C[C@@H]1n1cc(-c2ccc(F)cc2)nn1	0	4	-2	-8	-2	-1.0	9
Fc1cccc(CN2CCSCC2)c1	-3	-2	-1	-6	2	·	1
C[C@H](CO)N1C[C@H](C)[C@@H](CN(C)Cc2ccc(Cl)c(Cl)c2)OCc2ccccc2-c2ccccc2C1=O	14	12	·	14	-6	·	·
CCc1noc(C)c1C(=O)N1CCN(S(=O)(=O)c2c(C)c(C)cc(C)c2C)CC1	-5	-1	8	-2	0	0.3	-6
COCC(=O)N1CC[C@@H]2[C@H](CO)Nc3ccc(-c4cccc(C#N)c4)cc3[C@@H]21	1	-1	0	44*	10	0.4	-7
CCN(CC)S(=O)(=O)c1cccc(C(=O)OCC(=O)NCCN2C(=O)CSC2=O)c1	-2	-5	1	-1	2	2.9	11
C=C1[C@@H](O)[C@H](Cc2ccccc2)N(Cc2ccccc2Br)S1(=O)=O	-3	·	4	3	7	4.4	5
Cc1nnc(Sc2cc(C(=O)NC3CC3)c3ccccc3n2)s1	17	-1	4	-3	1	19	8
N#Cc1nc(Cc2ccccc2)oc1N1CCN(c2ccccc2)CC1	0	-3	0	3	3	·	14
C=CCn1c(N)c(C(=O)NCCC2=CCCCC2)sc1=S	-1	-1	-9	0	-2	·	18
COc1ccc(CN2CCCC(CO)(Cc3ccc(F)cc3F)C2)cc1 (centres undefined)	-9	-1	-6	-4	1	0.1	-14
CN(C)CCCN(C(=O)c1ccc(S(=O)(=O)N2CCCCCC2)cc1)c1nc2ccc(Br)cc2s1	-2	2	-7	-7	3	-0.1	-4
C=C1CCN(c2ccc(C(=O)NCc3ccc(OC)cc3)cc2[N+](=O)[O-])CC1	11	·	0	?	1	0.0	·
O=C(O)C(Cc1c[nH]c2ccccc12)NS(=O)(=O)c1ccc(Cl)cc1 (centres undefined)	-2	-6	-8	4	-4	8.9	-9
C[C@@H]1CCCCO[C@H](CN(C)S(=O)(=O)c2ccc(F)cc2)[C@H](C)CN([C@H](C)CO)C(=O)c2cc(N(C)C)ccc2O1	-70	4	-1	-1	0	0.6	-3
Cc1ccccc1NC(=O)c1cccc(N2C(=O)C3CCC(C)CC3C2=O)c1 (centres undefined)	3	-2	11	-4	1	0.2	-4
CN(C(=O)c1cccc(NC(=O)Cc2cccc(NC(=O)C3CCCN(C(=O)c4ccccc4)C3)c2)c1)C1CC1 (centres undefined)	2	6	2	-7	6	·	-2
Cc1ccccc1C(=O)N1CCC(C(=O)Nc2sccc2C(N)=O)CC1	-2	7	-3	-3	-2	?	1
COc1ccccc1NC(=S)N(CCCN1CCOCC1)Cc1cn(C)c2ccccc12	-1	-4	·	?	0	·	·
O=C1Nc2ccc([N+](=O)[O-])cc2OC1CCN1CCN(Cc2ccc3c(c2)OCO3)CC1 (centres undefined)	2	1	2	1	4	-1.3	4
CCN1C(=O)[C@H]2[C@@H](c3ccc(-c4ccc(F)cc4)cc3)N3CCCC[C@@]3(C(=O)OC)[C@H]2C1=O	-5	-4	7	-5	3	-0.1	0
COc1ccc(CN(C)C[C@@H]2Oc3ccc(NS(=O)(=O)c4cn(C)cn4)cc3C(=O)N([C@@H](C)CO)C[C@H]2C)cc1	7	3	3	?	-4	·	-23
CNC(=O)c1c(Br)cnn1-c1ccc(C)cc1	-7	-2	1	?	3	2.0	0
O=C(C[C@@H]1C=C[C@H](NC(=O)C2CCC2)[C@H](CO)O1)NCc1ccncc1	-1	-1	-2	-2	-4	-0.2	-1
Additional structures:
SMILES	S100A4 inh HTS	SIRT5 inh	PglD DTNB	DENV2 CPE rescue	ERp5 inh	E-selectin induc	C2C12 statin
Cc1ccc(S(=O)(=O)N2CCOC23CCN(S(=O)(=O)c2cccs2)CC3)cc1	2	0	-7	-7	6	·	-12
O=C(/C=C/c1cc([N+](=O)[O-])ccc1OC(F)F)Nc1ccc(OC(F)F)cc1	7	1	·	-1	-3	·	·
O=C(NCCCn1ccnc1)/C(=C\c1cccs1)NC(=O)c1ccco1	-3	-1	-7	4	2	·	13
CCOC(=O)[C@@H]1[C@H]2COc3ccccc3[C@@H]2N2C(=O)N(c3ccc(OC)cc3)C(=O)[C@@]12C	-2	·	-2	-7	-3	0.1	-3
O=C(c1ccccc1)N1CCC2CCN(CCc3ccccc3)CC21 (centres undefined)	-20	-1	·	2	0	0.4	·
Cc1[nH]c2ccc(F)cc2c1CCN(Cc1cccnc1)C(=S)Nc1cccc(F)c1	-3	0	·	-2	3	·	·
C[C@H]1CN([C@@H](C)CO)C(=O)c2cc(NS(=O)(=O)c3cn(C)cn3)ccc2O[C@@H]1CN(C)S(=O)(=O)c1ccc(F)cc1	-21	-5	1	3	0	-0.1	-11
Cc1ccc(C)c(S(=O)(=O)N2CCN(C(=O)CCNC(=O)c3ccc(Br)cc3)CC2)c1	1	2	-1	-9	10	0.6	10
COc1ccc(CCN2C(=O)CCC2(C)c2nnnn2-c2ccc3c(c2)OCCO3)cc1OC (centres undefined)	-1	-1	·	12	0	-1.6	·
CCCCN(CC)C(=O)c1cc2cc3ccc(Cl)cc3nc2o1	16	-5	·	5	-3	0.4	·
O=C(c1cccc(F)c1)N1CCCCN2[C@H](CO)[C@@H](c3ccc(-c4cncnc4)cc3)[C@@H]2C1	2	-2	1	-5	0	0.0	18
CCCN1C[C@H](C)[C@@H](OC)CN(C)C(=O)c2cc(NC(=O)Nc3cccc(F)c3)ccc2OC[C@H]1C	·	·	4	·	·	-0.2	-31
Cc1cc(S(=O)(=O)N2CCN=C2c2ccccc2)c(C)cc1Cl	0	21*	·	3	-8	0.0	·
Cc1ccc(S(=O)(=O)N(C)C[C@@H]2Oc3ccc(NC(=O)CCN4CCOCC4)cc3CC(=O)N([C@@H](C)CO)C[C@@H]2C)cc1	2	-1	5	-10	3	0.2	-23
CCCCCCC[C@H](N)[C@H](O)C(=O)N(C)[C@@H](CCS(C)=O)C(=O)N[C@@H](Cc1ccc(O)cc1)C(=O)N[C@@H](Cc1ccc(O)cc1)C(=O)O (some centres undefined)	4	·	-1	-8	6	0.0	-7
Cc1[nH]ccc(=O)c1Oc1ncc(C(F)(F)F)cc1Cl	0	0	3	-6	-2	·	18
CCCN1C[C@H](C)[C@@H](OC)CN(C)C(=O)c2cc(NC(=O)c3ccno3)ccc2OC[C@@H]1C	-1	1	-3	19	-3	-0.2	3
CC(=O)c1nn(-c2ccccc2)c(=Nc2ccccc2)cc1C	1	2	·	5	4	0.0	·
CC(C)C#Cc1ccc2c(c1)O[C@@H](CN(C)C(=O)c1ccncc1)[C@@H](C)CN([C@H](C)CO)S2(=O)=O	-6	-6	5	-5	3	-0.2	4
CCOC(=O)N1CCN(C(=O)c2oc(=O)c3ccccc3c2-c2ccc(C)cc2)CC1	-5	·	-1	-7	5	·	0
COc1ccccc1OCc1nn[nH]n1	-14	-5	-9	-3	2	-0.5	4
CCOC(=O)C1=C(C)N(C)C(=S)NC1c1cc(OC)ccc1OC (centres undefined)	-1	1	·	-5	-3	·	·
Cc1ccc(CN2C(=O)C(=O)N(CC(N)=O)C2=O)cc1	7	-4	-4	5	5	·	6
CCOC(=O)c1c(NC(=O)CSc2nc3nc(C)cc(C)n3n2)sc(CC)c1C	1	-2	6	0	0	-1.2	1
CN(C)CC(=O)N1CC2(C1)[C@H](c1ccccc1)[C@H](CO)N2S(=O)(=O)c1ccccc1	-6	3	·	3	-3	-0.1	·
Next part
SMILES	S100A4 inh HTS	SIRT5 inh	PglD DTNB	DENV2 CPE rescue	ERp5 inh	E-selectin induc	C2C12 statin
Cc1ccc(/C=C/C(=O)NC(=S)Nc2ccc(S(=O)(=O)Nc3cc(C)on3)cc2)cc1	0	0	2	13	-4	·	16
CS(=O)(=O)c1sc(C(=O)NC(=S)Nc2ccc(OC(F)(F)F)cc2)c2c1C=CCC2	-1	-2	·	-6	0	·	·
CCCN1C[C@H](C)[C@H](OC)CN(C)C(=O)c2cc(NC(=O)CC(F)(F)F)ccc2OC[C@H]1C	-11	-2	·	-4	9	-0.1	·
COc1ccc(-n2c(=O)c3ccccc3n(CC(=O)NCC3CCCO3)c2=O)cc1 (centres undefined)	-7	2	2	10	3	·	-10
COc1ccccc1NC(=O)N1C[C@H]2[C@@H](c3ccccc31)[C@H](CO)N2C(=O)C1CCCC1	3	-9	-1	-8	6	0.0	-17
Cc1ccc(S(=O)(=O)N2CCN(C(=O)COC(=O)Cc3c(F)cccc3Cl)CC2)c(C)c1	4	-4	-3	4	-1	·	7
CC1OC(OC2C(CO)OC(OCC3OC(OC(=O)[C@@]45CCC(C)(C)C[C@@H]4C4=CC[C@@H]6[C@@]7(C)CCC(OC8OCC(O)C(O)C8OC8OC(C)C(O)C(O)C8O)[C@@](C)(CO)C7CC[C@@]6(C)[C@]4(C)CC5)C(O)C(O)C3O)C(O)C2O)C(O)C(O)C1O (some centres undefined)	1	-3	0	-2	-1	0.0	2
COc1cccc(C(=O)NC(=S)Nn2cnnc2)c1OC	3	2	·	3	3	-3.5	·
C[C@@H]1CN([C@@H](C)CO)C(=O)c2cc(C#CCN(C)C)cnc2O[C@@H]1CN(C)Cc1ccc(-c2ccccc2)cc1	5	-4	3	?	-4	-0.2	-25
Cc1cc(Cl)ccc1NC(=O)CCC(=O)N/N=C/c1cc([N+](=O)[O-])ccc1O	15	-6	·	-4	-1	·	·
COc1ccc(N2C(=O)CC(N3CCCCC3)C2=O)cc1 (centres undefined)	1	-3	·	0	5	·	·
O=C(NCc1ccc2c(c1)OCO2)c1ccc(CS(=O)(=O)c2cccc(C(F)(F)F)c2)o1	·	·	0	·	·	0.8	-2

Seven consecutive entries already listed, for reference:
SMILES	S100A4 inh HTS	SIRT5 inh	PglD DTNB	DENV2 CPE rescue	ERp5 inh	E-selectin induc	C2C12 statin
Cc1ccc(/C=C/C(=O)NC(=S)Nc2ccc(S(=O)(=O)Nc3cc(C)on3)cc2)cc1	0	0	2	13	-4	·	16
CS(=O)(=O)c1sc(C(=O)NC(=S)Nc2ccc(OC(F)(F)F)cc2)c2c1C=CCC2	-1	-2	·	-6	0	·	·
CCCN1C[C@H](C)[C@H](OC)CN(C)C(=O)c2cc(NC(=O)CC(F)(F)F)ccc2OC[C@H]1C	-11	-2	·	-4	9	-0.1	·
COc1ccc(-n2c(=O)c3ccccc3n(CC(=O)NCC3CCCO3)c2=O)cc1 (centres undefined)	-7	2	2	10	3	·	-10
COc1ccccc1NC(=O)N1C[C@H]2[C@@H](c3ccccc31)[C@H](CO)N2C(=O)C1CCCC1	3	-9	-1	-8	6	0.0	-17
Cc1ccc(S(=O)(=O)N2CCN(C(=O)COC(=O)Cc3c(F)cccc3Cl)CC2)c(C)c1	4	-4	-3	4	-1	·	7
CC1OC(OC2C(CO)OC(OCC3OC(OC(=O)[C@@]45CCC(C)(C)C[C@@H]4C4=CC[C@@H]6[C@@]7(C)CCC(OC8OCC(O)C(O)C8OC8OC(C)C(O)C(O)C8O)[C@@](C)(CO)C7CC[C@@]6(C)[C@]4(C)CC5)C(O)C(O)C3O)C(O)C2O)C(O)C(O)C1O (some centres undefined)	1	-3	0	-2	-1	0.0	2
